CHT PAM: CHT positive allosteric modulators, primary screen, cell-based, membrane potential dye, choline EC20 | High affinity choline transporter 1 (Homo sapiens), Q9GZV3 | CHT-expressing cells; active compounds read high; LV-AA mutant CHT in HEK293 cells | B-score at 10 µM | 0.49% of 310,000 active | AID 488977, 2010;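 active = initial fluorescence not abnormally high and integrated response B-score, plate-corrected, over 3 SD above library mean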
Target sequence (Q9GZV3 whole entry, looked up): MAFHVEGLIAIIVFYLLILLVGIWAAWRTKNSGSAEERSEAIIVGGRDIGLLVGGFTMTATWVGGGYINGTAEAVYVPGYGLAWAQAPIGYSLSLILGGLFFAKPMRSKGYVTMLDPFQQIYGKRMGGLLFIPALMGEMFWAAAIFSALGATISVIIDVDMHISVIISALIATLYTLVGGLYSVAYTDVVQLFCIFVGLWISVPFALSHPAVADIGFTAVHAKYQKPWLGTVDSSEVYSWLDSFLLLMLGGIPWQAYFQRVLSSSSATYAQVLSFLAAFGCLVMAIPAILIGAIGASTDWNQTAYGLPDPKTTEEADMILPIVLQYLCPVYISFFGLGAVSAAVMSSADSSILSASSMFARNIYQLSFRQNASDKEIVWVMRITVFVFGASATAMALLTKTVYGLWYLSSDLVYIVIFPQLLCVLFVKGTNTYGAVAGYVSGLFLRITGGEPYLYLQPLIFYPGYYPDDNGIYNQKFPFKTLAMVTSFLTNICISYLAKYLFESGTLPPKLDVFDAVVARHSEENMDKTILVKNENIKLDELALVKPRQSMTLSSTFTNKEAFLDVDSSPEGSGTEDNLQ
OX1R antag-1: antagonists of human orexin 1 receptor (OX1R); AID 485270, 2010; 1.8% of 330,000 active; OX1R-expressing cells, FRET antagonist read-out; inhibition, % at 6.6 µM; in the data active = inhibition mostly above about 38%, no sharp cut-off; inactive = mostly below about 40%;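 note: 0% = agonist challenge alone and 100% = reference antagonist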
Target sequence (O43613 whole entry, looked up): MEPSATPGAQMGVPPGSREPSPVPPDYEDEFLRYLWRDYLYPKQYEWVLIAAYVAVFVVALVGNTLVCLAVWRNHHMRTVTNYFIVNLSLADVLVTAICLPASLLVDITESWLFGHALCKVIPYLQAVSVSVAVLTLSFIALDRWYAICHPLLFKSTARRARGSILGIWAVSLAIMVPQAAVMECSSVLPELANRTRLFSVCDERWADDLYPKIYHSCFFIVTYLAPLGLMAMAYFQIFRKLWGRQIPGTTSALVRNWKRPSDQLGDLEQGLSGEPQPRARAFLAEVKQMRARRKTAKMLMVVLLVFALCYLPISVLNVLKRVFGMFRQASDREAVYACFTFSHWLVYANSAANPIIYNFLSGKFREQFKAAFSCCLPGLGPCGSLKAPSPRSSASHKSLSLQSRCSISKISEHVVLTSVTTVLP
OX1R antag-2: OX1R (HCRTR1) antagonists, primary screen, fluorescence, CHO/OX1R cells, Fluo-8 calcium, orexin A; Orexin/Hypocretin receptor type 1 (Homo sapiens), O43613; Fluo-8 calcium fluorescence; AID 434989, 2010; 0.43% of 330,000 active; inhibition, % at 5 µM;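 active = inhibition above its plate's threshold, mean inhibition of all tested compounds on the plate plus 3 SD, cut at about 37% in these data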;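 note: 0% = orexin A challenge wells and 100% = SB-334867-A antagonist wells; not every result past the cut was called active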
Active calls of the source: *; i = inactive; · = not tested or not shown; & = joins results of further samples.

#1 CC(C)(C)c1ccc(OCCC(=O)OCC(=O)NCc2ccccc2)cc1
#2 COc1ccc(CN(C)C(=O)c2ccc(COc3ccccc3)cc2)c(OC)c1
#3 Cc1ccn2c(=O)nc(SCc3cccc(C(F)(F)F)c3)nc2c1
#4 NS(=O)(=O)c1ccc(CCNC(=O)c2ccccc2[N+](=O)[O-])cc1
#5 O=C(COC(=O)c1ccc([N+](=O)[O-])cc1)Nc1ccccc1C(=O)NC1CC1
#6 O=C(NCc1cccnc1)c1c(O)c2cccc3c2n(c1=O)CCC3
#7 Cc1ccc2c(c1)N(CC(=O)N1CCOCC1)C(=O)C(C)O2 (centres undefined)
#8 OC1(CN2CCOCC2)C2CN3CCN(C2)CC1(c1ccccc1)C3 (centres undefined)
#9 O=[N+]([O-])c1cc(Cl)ccc1Sc1ccccn1
#10 O=C(Oc1ccc2c(c1)OCC2=O)c1ccccc1
entry no.,1,2,3,4,5,6,7,8,9,10
CHT PAM,i,i,i,i,·,i,i,i,i,i
OX1R antag-1,1,10,9,25,16,15,9,17,47,2
OX1R antag-2,-29,-22,-2,-10,-2,-25,-12,-9,-23,8

#11 CCOc1ccccc1/C=C/c1onc(C)c1S(=O)(=O)N1CCC(C(=O)NC)CC1
#12 CCOc1ccc(Br)cc1S(=O)(=O)Nc1ccc(C(=O)Nc2ccc(C)cc2)cc1
#13 COCCN(Cc1nc(-c2ccc(-c3ccccc3)cc2)oc1C)C(C)C
#14 O=C(CSc1nc2ccccc2[nH]1)NCc1ccc2c(c1)OCO2
#15 COc1ccc(S(=O)(=O)N(C)c2ccc(OC(=O)C(C)Oc3ccc(F)cc3)cc2)cc1 (centres undefined)
#16 CCc1nnc(NC(=O)Cc2cccs2)s1
#17 O=C(CSc1nnc(-c2ccncc2)n1Cc1ccco1)Nc1ccccc1F
#18 Cc1c(Cl)ccc2c1NC(=O)[C@]21N[C@@H](Cc2ccccc2)[C@H]2C(=O)N(c3ccc(F)cc3)C(=O)[C@H]21
#19 COc1cccc(C(=O)N2CCN(S(=O)(=O)Cc3ccccc3)CC2)c1
#20 O=C(COC(=O)CCc1c[nH]c2ccccc12)NCc1ccc2c(c1)OCO2
entry no.,11,12,13,14,15,16,17,18,19,20
CHT PAM,i,i,i,i,i,i,i,i,i,i
OX1R antag-1,7,23,15,19,15,14,10,2,6,10
OX1R antag-2,-5,-5,-31,1,-13,4,-7,19,-8,-17

#21 S=C1Cc2ccccc2C(c2ccc(Cl)cc2)N1 (centres undefined)
#22 CC1(C)C(=O)NCCN1C(=O)CC1C(=O)NCCN1Cc1cccc(C(F)(F)F)c1 (centres undefined)
#23 CN(C)c1nc(Oc2ccc(=O)[nH]n2)nc(N2CCOCC2)n1
#24 CCC(C)NC(=O)c1c(N)n(/N=C/c2ccccn2)c2nc3ccccc3nc12 (centres undefined)
#25 CCOC(=O)/C=c1\s/c(=C(\C#N)C(N)=O)n(-c2ccccc2)c1=O
#26 C[C@H](NC(=O)OC(C)(C)C)C(=O)NCC1CCC(C(=O)O)CC1 (some centres undefined)
#27 CCOc1ccc(NC(=O)CCn2c(=S)oc3ccccc32)cc1
#28 O=c1[nH]c(N2CCOCC2)nc2ccccc12
#29 CC(C)CNC(=O)CN(C1CCCCC1)S(C)(=O)=O
#30 COc1cc(NC(=O)c2ccc([N+](=O)[O-])o2)ccc1NC(=O)c1cccs1
entry no.,21,22,23,24,25,26,27,28,29,30
CHT PAM,i,i,i,i,i,i,i,i,i,i
OX1R antag-1,6,8,16,7,57*,26,1,-1,16,7
OX1R antag-2,-18,-11,9,-30,-12,5,-24,-14,-20,-18

#31 CCOC(=O)c1cc(CC)sc1/N=C/c1c(O)ccc2ccccc12
#32 COc1ccccc1NC(=O)CSc1nc2ccccc2nc1N1CC(C)OC(C)C1 (centres undefined)
#33 CC(=O)Nc1ccccc1NC(=O)c1ccc(C)cc1C
#34 CC[C@@H](C)CN1C(=O)N[C@@H](c2ccccc2)C(C(C)=O)=C1C
#35 COC(=O)c1ccc(N2CCN(C(=O)c3ccccc3)CC2)c(NC(C)=O)c1
#36 O=C(Cc1ccc(Cl)c(Cl)c1)Nc1ccccc1N1CCOCC1
#37 CCC(=O)Nc1ccc2nc(C3CC3)n(Cc3ccccc3)c(=O)c2c1
#38 CC(=O)[C@H]1CC[C@H]2[C@@H]3CCC4=CC(=O)CC[C@]4(C)[C@H]3CC[C@]12C
#39 COC(=O)NNC(=O)COc1cc(C)c(Br)cc1C(C)C
#40 CN1C2CCC1/C(=C\c1ccc(F)cc1)C(=O)/C2=C/c1ccc(F)cc1
entry no.,31,32,33,34,35,36,37,38,39,40
CHT PAM,i,i,i,i,i,i,i,i,i,i
OX1R antag-1,12,4,6,7,8,17,13,16&22,2,13
OX1R antag-2,-7,-57,-11,7,-9,-37,-15,-16&-29,-5,-30

#41 O=C(NCc1ccc2c(c1)OCO2)c1ccc(CS(=O)(=O)Cc2cccc(Cl)c2)o1
#42 CCOc1ccc(/C=N/NC(=O)Cn2ccnc2C)cc1
#43 COc1ccc(CNc2ccccc2)cc1Br
#44 CCc1cc(C(=O)NNC(=S)Nc2cccc(C)c2)cs1
#45 COC(=O)c1ccc(C2C(Oc3ccc(OC)cc3)C(=O)N2CCc2ccc(F)cc2)cc1 (centres undefined)
#46 Cc1ccc(-n2c(=S)[nH]c3sc4c(c3c2=O)CCC4)cc1
#47 Cc1ccc(NC(=O)CCCNC(=O)c2ccc(Cl)cc2)c(O)c1
#48 COc1cc2cc(C(C)(C)O)oc(=O)c2cc1OC
#49 CC(C)(C)c1ccc(C(=O)NNC(=O)CCc2ccccc2)cc1
#50 CCn1c(CCCOc2ccc(Cl)cc2Cl)nnc1SCC(=O)Nc1cccc(F)c1
entry no.,41,42,43,44,45,46,47,48,49,50
CHT PAM,i,i,i,i,i,i,i,·,i,i
OX1R antag-1,16,12,2,12,21,12,15,-1,11,8
OX1R antag-2,-16,-13,-11,-14,-3,-17,-24,-20,-30,-4

Shown with values under each structure: 12 of the compounds above
The line under a structure holds: CHT PAM	OX1R antag-1	OX1R antag-2
38) CC(=O)[C@H]1CC[C@H]2[C@@H]3CCC4=CC(=O)CC[C@]4(C)[C@H]3CC[C@]12C
→ i	16&22	-16&-29
39) COC(=O)NNC(=O)COc1cc(C)c(Br)cc1C(C)C
→ i	2	-5
40) CN1C2CCC1/C(=C\c1ccc(F)cc1)C(=O)/C2=C/c1ccc(F)cc1
→ i	13	-30
41) O=C(NCc1ccc2c(c1)OCO2)c1ccc(CS(=O)(=O)Cc2cccc(Cl)c2)o1
→ i	16	-16
42) CCOc1ccc(/C=N/NC(=O)Cn2ccnc2C)cc1
→ i	12	-13
43) COc1ccc(CNc2ccccc2)cc1Br
→ i	2	-11
44) CCc1cc(C(=O)NNC(=S)Nc2cccc(C)c2)cs1
→ i	12	-14
45) COC(=O)c1ccc(C2C(Oc3ccc(OC)cc3)C(=O)N2CCc2ccc(F)cc2)cc1 (centres undefined)
→ i	21	-3
46) Cc1ccc(-n2c(=S)[nH]c3sc4c(c3c2=O)CCC4)cc1
→ i	12	-17
47) Cc1ccc(NC(=O)CCCNC(=O)c2ccc(Cl)cc2)c(O)c1
→ i	15	-24
48) COc1cc2cc(C(C)(C)O)oc(=O)c2cc1OC
→ ·	-1	-20
49) CC(C)(C)c1ccc(C(=O)NNC(=O)CCc2ccccc2)cc1
→ i	11	-30

Additional entries:
#51 CCOC(=O)Cc1csc(NC(=O)c2ccc(Br)cc2)n1
#52 Cc1cc(NC(=O)CSc2ccccn2)no1
#53 CCOC(=O)c1cn[nH]c1NC(=S)Nc1ccccc1
#54 Cc1[nH]n(-c2ccccc2)c(=O)c1C=Nc1ccc(S(=O)(=O)NC(N)=O)cc1
#55 Cc1cccc(/C=C/c2onc(C)c2S(=O)(=O)N2CCC(C(=O)NC(C)(C)C)CC2)c1
#56 Cc1cc(C(=O)Nc2cccc3ncccc23)no1
#57 Cc1ccc(Sc2ccc(NC(=O)c3ccc(S(C)(=O)=O)cc3Cl)cc2)cc1
#58 Cc1ccc(NC(=O)CN(C)C(=O)C(c2ccccc2)c2ccccc2)cc1
#59 CC(=O)Oc1ccc2ccccc2c1C(NC(=O)Cc1ccccc1)c1ccc(Cl)cc1 (centres undefined)
#60 Cc1cccnc1NC(=O)C1CCN(S(=O)(=O)c2c(C)noc2/C=C/c2ccco2)CC1
entry no.,51,52,53,54,55,56,57,58,59,60
CHT PAM,i,i,i,i,i,i,i,·,i,i
OX1R antag-1,11,23,6,15,3,14,17,2,11,7
OX1R antag-2,-29,-9,-3,-11,-20,-16,13,-21,-11,-9

#61 Cc1ccc([C@H]2C(C(=O)O)=CC[C@@H](c3ccc(C)cc3)N2S(=O)(=O)c2ccc(C)cc2)cc1
#62 COc1ccc(NC(=O)CCC(=O)Nc2cc(OC)c(NC(=O)c3ccco3)cc2OC)c(OC)c1
#63 CC1C(=O)CCN(C(C)C)C1C (centres undefined)
#64 Cc1cccc(CNC(=O)C(C)n2nc(C)c3c(C)n(-c4ccccc4)nc3c2=O)c1 (centres undefined)
#65 CN1C2C=C(N(CCc3ccccc3)C(=O)c3ccc(Cl)cc3)CC1CC2 (centres undefined)
#66 CCN(CC(=O)NC1CCS(=O)(=O)C1)c1ccc([N+](=O)[O-])cc1C#N (centres undefined)
#67 Cc1ccc(S(=O)(=O)N(C)c2ccc(C(=O)O)cc2)cc1
#68 N#C/C(=C/c1ccc(N2CCCCC2)cc1)c1cccc(F)c1
#69 N#CC1=C(N)NC(SCc2ccccc2)=C(C#N)C12CCCC2
#70 CCC(Oc1ccccc1)C(=O)Nc1ccc(S(=O)(=O)Nc2ncccn2)cc1 (centres undefined)
entry no.,61,62,63,64,65,66,67,68,69,70
CHT PAM,·,i,i,i,i,·,i,i,i,i
OX1R antag-1,41*,11,8,10,12,19,10,16,27,13
OX1R antag-2,-1,-15,4,-33,-24,-13,-7,-23,1,0

#71 COc1cccc(N2CCN(C(=O)CCSCc3ccccc3F)CC2)c1
#72 S=c1[nH]nc(COc2ccccc2)n1/N=C/c1ccncc1
#73 COc1ccccc1OCCNS(=O)(=O)c1ccc2oc3ccccc3c2c1
#74 COc1cccc(-c2nc(CS(=O)CC(=O)NCc3ccc4c(c3)OCO4)c(C)o2)c1 (centres undefined)
#75 COc1ccc(CCNC(=O)CSCC(=O)Nc2cc(S(C)(=O)=O)ccc2Cl)cc1
#76 COc1ccc(C/C(N)=N/OC(=O)COc2ccccc2C)cc1
#77 C=CCN1N=C(/C=C/c2ccc(C)cc2)CCC1=O
#78 Cc1cccc(OCCCC(=O)NNC(=O)c2cccc(N(C)C)c2)c1
#79 COc1ccc(CN2CCN(C(=O)c3cccc4ccccc34)CC2)cc1Br
#80 O=C(C1=NN[C@@H]2C(=O)N(c3cccc(F)c3)C(=O)[C@H]12)c1ccc2ccccc2n1
entry no.,71,72,73,74,75,76,77,78,79,80
CHT PAM,i,i,i,i,·,i,i,·,i,i
OX1R antag-1,5,4,63,7,15,6,15,10,8,43
OX1R antag-2,-40,-6,25,-28,-3,7,-19,-15,-34,-13

#81 O=C(CCSc1nc(-c2ccco2)cc(C(F)(F)F)n1)NCCN1CCOCC1
#82 COC(=O)c1ccc(N=Nc2c(C)[nH]n(-c3ccccc3)c2=O)cc1
#83 C=CCOc1ccc(/C(O)=C2\C(=O)C(=O)N(CCOC)C2c2cccnc2)cc1 (centres undefined)
#84 CCOc1ccc(N(C)S(=O)(=O)c2ccc(C)c(C(=O)N3CCN(Cc4ccc5c(c4)OCO5)CC3)c2)cc1
#85 Cc1ccc(C(=O)NCCCNC(=O)c2ccc(Cl)cc2)cn1
#86 CCC1(C)Cc2ccccc2-c2nc(NCCO)n(-c3ccc(C)cc3)c(=O)c21 (centres undefined)
#87 O=C(CN1CCN(c2ccccc2)CC1)NC(=O)NCc1ccccc1
#88 CCOc1ccc(NC(=O)c2ccco2)cc1S(=O)(=O)N1CCCC1
#89 CC1(C)NC(=O)N(CC(O)CNC23CC4CC(CC(C4)C2)C3)C1=O (centres undefined)
#90 CSCCC(NC(=O)c1ccc(Cl)cc1)C(=O)OCC(=O)NCc1ccco1 (centres undefined)
#91 COc1ccc(N2CC(C(=O)Nc3cccnc3)CC2=O)cc1 (centres undefined)
#92 C=CCn1c(SCC(=O)N(C)CC(=O)Nc2ccc(C)cc2)nnc1-c1ccncc1
#93 O=C(/C=C/c1ccc(F)cc1)NCCC1=CCCCC1
entry no.,81,82,83,84,85,86,87,88,89,90,91,92,93
CHT PAM,i,i,i,·,i,i,·,·,i,i,i,·,i
OX1R antag-1,5,-7,20,4,14,18,-2,8,13,0,-1,3,26
OX1R antag-2,-16,-20,-3,-26,-15,-18,-5,-12,4,-25,-1,-3,-15

From PubChem BioAssay
